Assay outcomes (PubChem)
ABHD5-PLIN5 inh = blocks binding of human ABHD5 to perilipin-5; inhibition, % at 4 µM; 360,000 compounds, 0.78% hits; AID 602281; Split G. princeps luciferase complementation, luminescence, 4 h;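 active = inhibition above the mean inhibition across every tested compound plus 3 SD, cut at about 22% in these data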;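 also: 0% = DMSO only wells and the 100% control is not disclosed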
Target sequence (Q00G26 whole entry, looked up): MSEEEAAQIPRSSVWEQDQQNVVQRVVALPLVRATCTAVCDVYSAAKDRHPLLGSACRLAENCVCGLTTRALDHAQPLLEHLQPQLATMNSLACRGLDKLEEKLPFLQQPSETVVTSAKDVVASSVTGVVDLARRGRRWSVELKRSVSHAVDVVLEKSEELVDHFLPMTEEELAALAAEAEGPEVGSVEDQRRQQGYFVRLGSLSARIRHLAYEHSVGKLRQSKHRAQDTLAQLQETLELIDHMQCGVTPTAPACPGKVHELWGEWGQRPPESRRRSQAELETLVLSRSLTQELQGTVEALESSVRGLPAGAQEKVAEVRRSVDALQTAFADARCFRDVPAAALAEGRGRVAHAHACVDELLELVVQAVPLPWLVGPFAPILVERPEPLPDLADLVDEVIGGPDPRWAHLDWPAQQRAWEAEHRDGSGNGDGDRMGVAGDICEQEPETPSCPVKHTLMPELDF
Target sequence (Q8WTS1 whole entry, looked up): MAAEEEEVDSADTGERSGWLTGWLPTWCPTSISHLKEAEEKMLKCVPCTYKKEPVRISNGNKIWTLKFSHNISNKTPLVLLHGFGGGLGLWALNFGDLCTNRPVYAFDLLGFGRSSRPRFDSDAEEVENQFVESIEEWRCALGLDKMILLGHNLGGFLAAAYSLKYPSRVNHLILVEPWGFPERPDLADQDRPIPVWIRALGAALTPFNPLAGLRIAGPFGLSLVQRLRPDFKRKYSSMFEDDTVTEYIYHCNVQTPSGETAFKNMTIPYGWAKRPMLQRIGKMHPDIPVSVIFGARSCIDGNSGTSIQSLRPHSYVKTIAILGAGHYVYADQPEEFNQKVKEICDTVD
Exocytosis inh = lytic granule exocytosis inhibition | TALL-104 LAMP-1 surface exposure, flow cytometry; cells stimulated with thapsigargin and PMA | inhibition, % at 10 µM | 360,000 compounds, 0.66% hits;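 active = inhibition above about 55%, limit read from the data; inconclusive = no clear call, values can overlap the other calls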
H9c2 protect = myocardial damage modulation in H9c2 cells | 360,000 compounds, 0.63% hits | H9c2 cardiomyocytes, H2O2 injury protection, ATPLite, 2 h | AID 588492 | protection from H2O2 cell death, % at 20 µM;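 active = compounds giving at least 50% protection of heart cells from peroxide-induced death in the single-dose screen, raw or plate-pattern-corrected value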;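 also: 0% = DMSO wells with peroxide and 100% = DMSO wells without peroxide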
HTR2A ag = agonists of mouse serotonin 5-HT2A receptor (HTR2A) | P35363 | CHO-K1 mHTR2A beta-arrestin complementation, luminescence; percent of 30 µM serotonin response | activation, % at 7.6 µM | 360,000 compounds, 0.66% hits;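 active = activation above a run cutoff, the mean activation of all tested compounds plus 3 SD, cut at about 14% in these data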;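 also: 0% = plate median of compound wells and 100% = 30 µM serotonin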
ABCB6 inh 2 = blocks the human ABCB6 transporter; K562-ABCB6 porphyrin accumulation, flow cytometry, 1 h; hits give low values; AID 602162; 360,000 compounds, 0.19% hits; fluorescence ratio to DMSO, % at 10 µM;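 active = fluorescence ratio to DMSO below 75%, the collection mean minus 3 SD; inconclusive = too few cells collected in the well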;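 also: signal is porphyrin accumulated inside mitochondria; 100% equals median channel fluorescence of DMSO control wells; lower ratio means ABCB6 inhibition with less porphyrin fluorescence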
hiPSC survival = enhancers of human iPSC single-cell survival. AID 602274. survival enhancement, % at 20 µM. 360,000 compounds, 0.044% hits. hiPSC single-cell survival, ATPlite luminescence; 100% = ROCK inhibitor wells, 0% = DMSO; in the data active = survival enhancement above about 18%;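 also: cells exposed to compounds for 16 hours before the ATP read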
aDG glyco act = alpha-DG glycosylation activation. 360,000 compounds, 0.22% hits. Pro5-aDG cells, alpha-DG glycosylation AlphaScreen (IIH6); 0% Pro5, 100% B10-LARGE cell signal. activation, % at 10 µM. AID 624168;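 active = activation of at least 8% versus controls, or a plate z-score of at least 8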;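 also: Pro5 are CHO cells carrying HIG-tagged alpha-DG that lacks glycosylation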
MC4R ag barr = activates human MC4R beta-arrestin recruitment | P32245 | U2OS MC4R beta-arrestin complementation, luminescence; percent of melanotan II response, DMSO zero | activation, % at 8.9 µM | 360,000 compounds, 0.98% hits | AID 540308;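 active = activation above a per-plate cutoff, the mean activation of sample wells on that plate plus 3 SD, cut at about 8% in these data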
Glyco luc inh = blocks N-linked glycosylation in D54 reporter cells; reporter increase, % at 12.5 µM; D54 ERlucT glycosylation luciferase reporter, 24 h; percent of 100 nM tunicamycin response; 360,000 compounds, 0.23% hits; AID 588692;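 active = mean luciferase reporter signal, scaled so untreated is 0 and the glycosylation-blocking control 100, at or above a set limit in every replicate; inconclusive = mean reaches the limit but not every replicate does; inactive = mean below the limit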;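 also: luciferase carries N-glycosylation sites so blocking glycosylation raises the light; 0% = median of neutral control wells and 100% = median of 100 nM tunicamycin wells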
MC4R antagonist = human MC4R antagonism in cAMP assay; P32245; MC4R-expressing cells, MTII-stimulated cAMP, LANCE TR-FRET; inhibition, % at 6.5 µM; 360,000 compounds, 0.48% hits; AID 540295;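 active = inhibition above its plate's cutoff, the mean of tested wells on that plate plus 3 SD, cut at about 29% in these data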;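 also: 0% = Melanotan II alone and 100% = Melanotan II plus saturating MCL0020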
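material = U2OS cells stably expressing human melanocortin 4 receptor (MC4R) | also added = Melanotan II challenge | dosing = single nominal compound dose of 6.5 µM | detection = TR-FRET with Eu-cAMP and labeled anti-cAMP, 671 nm | replication = singlicate | timing = compound 30 min, challenge 1 h, detection 1 h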
An asterisk follows results filed as active; u = inconclusive; x = no result given.

cpd	compound	MC4R ag barr	Glyco luc inh	H9c2 protect	Exocytosis inh	HTR2A ag	aDG glyco act	hiPSC survival	ABCB6 inh 2	ABHD5-PLIN5 inh	MC4R antagonist
1	C1CCc2c(c(N3CCOCC3)nc3sc4c(N5CCOCC5)nnnc4c23)C1	0.7	2	0	-5	0	-0.2	-0.3	105	-15	13
2	O=C(CSc1nnc(NC(=O)c2ccc3c(c2)OCO3)s1)NCc1ccco1	-0.8	-14	-17	-2	4	0.1	-1.4	101	1	6
3	O=C(Nc1ccccc1O)c1cc2cc(Br)ccc2oc1=O	2.5	-4	-2	-4	2	0.1	0.0	97	1	2
4	O=C(Nc1nc2ccc(F)cc2s1)C1=COCCO1	-3.2	-23	-14	0	-2	-0.2	-0.6	96	-5	7
5	CCN1C(=O)/C(=C2\C=Cc3ccccc3N2CC)SC1=S	-2.8	-4	-9	-2	-1	-0.7	-1.9	100	6	-21
6	CC(=O)Nc1cccc(-c2ccnc3c2CC(C)(C(=O)NCc2cccc(Cl)c2)O3)c1 (stereo unspecified)	-1.7	22	6	24	-4	0.1	-0.3	100	0	-16
7	CSc1ccccc1NC(=O)Nc1ccccc1Cl	1.6	-1	-4	2	-6	0.1	-0.4	99	1	-25
8	Cc1cc(-c2[nH]nc3c2C(c2cccc(O)c2)C(C#N)=C(N)O3)c(C)s1 (stereo unspecified)	-0.3	5	-1	-2	1	-0.1	2.7	99	-14	4
9	Cc1nc(N2N=C3/C(=C/c4ccc(F)cc4)CCCC3C2c2ccc(F)cc2)sc1C(=O)N(C)C (stereo unspecified)	-1.3	-6	2	2	-4	1.8	-1.6	102	1	17
10	CCC(=O)c1ccc(OCC(=O)OCC(=O)NCCCc2ccccc2)cc1	-3.5	1	8	-1	2	0.0	-0.5	100	-2	9
11	CC1CCCC(C)N1C(=O)Cn1c(SCC(=O)Nc2ccc3c(c2)OCO3)nc2ccccc21 (stereo unspecified)	-1.6	0	5	-3	1	0.7	-0.4	100	6	11
12	CC[C@H](C)C(C(=O)N1CCN(C(=O)OC(C)(C)C)CC1)n1cc(C(CO)NC(=O)OC(C)(C)C)nn1 (stereo partly specified)	-0.4	1	16	-1	-6	-0.1	6.2	98	-7	13
13	COc1cccc(NC(=O)CS(=O)(=O)c2cn(CC(=O)N3CCOCC3)c3ccccc23)c1	-0.9	1	7	9	-3	0.1	-0.2	97	-2	2
14	Cc1c(Br)cc(C(=O)OC2CCN(C)CC2)c(C)c1C	4.6	-4	11	0	-7	0.4	-1.9	89	-3	18
15	CCCc1cc(=O)[nH]c(SCCOc2ccc(OCC)cc2)n1	0.1	1	2	6	5	0.3	0.7	105	5	-1
16	COc1ccc(-c2nc3cc(C)c(Br)c(C)n3c2Cc2ccccc2)cc1OC	x	1	-4	1	2	0.0	0.8	104	-2	x
17	CCOC(=O)C1CCN(Cc2cn[nH]c2-c2ccccc2)CC1	-2.3	-1	-2	2	-2	0.5	-2.0	94	-1	1
18	CC(C)NC(=O)c1cc(C(=O)c2cc(Cl)ccc2O)coc1=N	-1.1	0	12	-3	-3	-0.2	0.1	97	5	-3
19	COc1ccc2c(c1)C(c1ccc([N+](=O)[O-])cc1)=NNC(c1ccco1)=N2	1.4	6	12	-2	0	-0.1	3.5	102	4	2
20	COc1ccccc1C(=O)n1nc(-c2ccco2)nc1N	-2.2	1	6	4	-4	0.1	-4.2	116	0	4
21	O=C(/C=C/c1ccccc1)NC(NC(=S)Nc1ccc(C(=O)O)cc1)C(Cl)(Cl)Cl (stereo unspecified)	-0.3	-1	-18	6	-1	-0.1	0.4	104	-3	0
22	CN(Cc1ccccc1)C(=O)CN1C(=O)NC2(CCCc3sccc32)C1=O (stereo unspecified)	1.7	3	3	0	11	0.1	1.9	97	-1	-6
23	Nc1cccc2c1C(=O)N(Cc1nnc(-c3ccccc3Br)o1)C2=O	1.1	1	6	2	-4	0.1	-0.8	99	-4	10
24	CC(C)n1nnnc1SCC(=O)NCc1ccco1	-0.5	2	-4	0	-3	-0.1	0.9	85	2	0
25	Cc1cc(=O)[nH]c(SCC(=O)Nc2c(C)n(C)n(-c3ccccc3)c2=O)n1	-0.1	-1	-3	-3	-1	0.2	-0.4	87	-11	4
26	Brc1cc(-c2ccccc2)nc(-c2ccccc2)n1	-2.2	2	-3	34	-2	0.1	0.0	97	-4	36*
27	COc1cccc(/C=C/C(=O)OCC(=O)c2ccc3c(c2)NC(=O)CO3)c1	8.5*	0	1	-1	6	0.1	0.1	102	-5	11
28	CCC(=O)Nc1cccc(C(=O)/C=C/c2cccs2)c1	1.8	11	-8	-11	-1	0.0	-0.9	103	33*	3
29	CCC(=O)Nc1ccccc1C(=O)OCC(=O)c1ccccc1	-1.2	-5	5	-1	-4	-0.1	-1.7	104	4	-1
30	CCNc1nc(N)c(C(=O)C23CC4CC(CC(C4)C2)C3)s1	0.0	-3	-5	-2	4	-0.2	0.5	98	2	-5
31	CN(C(=O)c1ccc2c(=O)n3c(nc2c1)CCCCC3)c1cccc(Cl)c1	-1.0	-1	5	-9	1	-0.1	-0.4	98	4	0
32	CC(=O)c1cccc(NC(=O)N2CCc3ccccc3C2)c1	-0.7	-2	-9	9	-3	0.1	-3.7	96	0	0
33	COc1ccc(C)cc1NC(=O)C(Sc1nnc(Nc2ccccc2F)s1)c1ccccc1 (stereo unspecified)	-1.1	-1	-10	-2	-5	0.0	-0.1	98	-1	1
34	Cc1ccc(-n2c(-c3ccc(Cl)cc3)n[nH]c2=S)cc1	-3.3	2	-5	u	-2	0.0	0.6	94	4	2
35	Cc1cccc(NS(=O)(=O)c2cccc(C(=O)N3CCC3)c2)c1	-2.2	0	3	-3	3	0.3	-0.3	96	2	9
36	COc1cc(CN/C(C)=C(\C#N)C(N)=O)cc(OC)c1OC	0.6	2	4	-4	11	-0.3	0.6	90	5	-8
37	CC(C(=O)NCCCc1ccccc1)c1ccc([N+](=O)[O-])cc1 (stereo unspecified)	2.6	4	2	2	0	0.0	0.3	103	-6	19
38	COC(=O)c1cc(NC(=O)Nc2cc(OC)ccc2OC)cc(C(=O)OC)c1	-1.7	5	54*	-1	2	-0.7	-2.1	98	4	-1
39	CCOc1ccc(NC(=O)C(=O)NCCCn2ccnc2)cc1	0.1	-1	0	1	-1	0.5	1.9	101	-6	0
40	CN(C)c1nc(=NCc2cccs2)ss1	-2.8	6	2	65*	-20	0.1	-1.0	89	78*	-10
41	c1cncc(CN=C2Nc3ccccc3CS2)c1	1.6	-1	-1	0	2	0.0	0.3	98	6	-2
42	CCOc1ccc(NC(=S)NCC(c2cccnc2)N2CCOCC2)cc1 (stereo unspecified)	-0.3	0	-4	-2	1	-0.3	-0.2	97	5	6
43	Fc1cccc(NCc2cn3ccccc3n2)c1	-1.6	-4	0	-2	1	0.0	-1.4	98	3	8
44	O=C(CSc1nnc(CNC(=O)c2cccs2)o1)Nc1ccc(Cl)cc1	-1.0	2	1	-2	-1	-0.1	-0.1	105	0	-3
45	CCOC(=O)CC1=Nc2ccccc2NC(=O)C1	0.2	2	-2	-4	5	-0.1	-1.7	96	1	16
46	N#Cc1c(-c2ccco2)ccn(Cc2ccc(F)cc2)c1=O	-1.9	-2	8	-3	-2	0.0	0.8	90	2	-1
47	COc1ccc(CC(=O)OCc2cc(=O)n3cc(Br)ccc3n2)cc1OC	0.3	0	-9	-3	0	-0.1	-0.2	97	3	8
48	CN(C(=O)c1sc2nc(N3CCOCC3)c3c(c2c1N)CCCC3)c1ccccc1	-1.4	-5	61*	-2	6	-0.5	-0.3	111	-2	10
49	CCOc1ccc(NC(=O)c2ccc(NC(=O)CN3C(=O)C(=O)N(CC(C)C)C3=O)cc2)cc1	-2.0	2	-8	-20	2	0.1	-0.3	96	-4	10
50	Cc1sc2ncnc(Nc3ccc(N4CCOCC4)cc3)c2c1-c1ccccc1	1.2	-6	0	-3	8	0.0	2.0	91	-6	11
51	O=C(NCc1nnc(SCC(=O)N2CCN(c3ccccc3)CC2)o1)c1ccccc1	0.5	4	2	-1	4	0.2	0.2	95	5	1
52	CC(=O)N1CCCc2cc(S(=O)(=O)Nc3ccccc3C)ccc21	0.1	1	2	-15	-5	0.0	0.1	99	1	0
53	CCOC(=O)c1cc2cc(OC)ccc2n1C1CCN(C)CC1	x	x	x	3	-10	-0.2	-0.2	100	-6	x
54	O=C(Nc1nc2c(Br)cc(Br)cc2c(=O)s1)c1ccco1	0.8	15	1	-4	-3	0.3	-0.7	96	-13	10
55	COc1cccc(Nc2nc(-c3cccc(N4C(=O)c5ccccc5C4=O)c3)cs2)c1	-3.0	-1	-6	0	-3	0.1	-1.6	96	-1	3
56	CCc1cc(=O)oc2cc(OCC(=O)NCc3ccccn3)ccc12	0.9	1	-2	2	3	0.3	0.2	97	-5	8
57	CC(C)N(Cc1nc(-c2ccccc2)no1)C(=O)c1ccc(Cl)cc1	0.7	-4	-11	-2	-4	0.2	3.2	92	2	2
58	COc1ccc(CC(=O)NNC(=O)c2ccoc2C)cc1OC	2.1	2	-3	-1	1	-0.1	1.2	103	5	-1
59	CC1=NC(C)(C)Cc2c(C)cccc21	1.2	0	-4	3	-3	0.2	5.7	95	-10	10
60	Cc1ccc(C(=O)Oc2ccc(Cl)c3cccnc23)cc1[N+](=O)[O-]	-2.8	6	53*	3	-1	-0.3	4.5	97	-2	1

Next results.
cpd	compound	MC4R ag barr	Glyco luc inh	H9c2 protect	Exocytosis inh	HTR2A ag	aDG glyco act	hiPSC survival	ABCB6 inh 2	ABHD5-PLIN5 inh	MC4R antagonist
61	Fc1ccc(COc2ccc(C(=S)N3CCCC3)cc2)cc1	-0.8	-1	-8	-4	-6	-0.1	0.0	96	-3	0
62	O=C(NCC1CC1)C1Cc2c(-c3ccc(Cl)cc3)ccnc2O1 (stereo unspecified)	0.2	2	-5	-2	-2	-0.1	-1.3	93	-2	4
63	CCOc1ccc2nc(SCC(=O)c3cccs3)sc2c1	0.1	-2	-7	-1	-1	0.1	-1.6	97	3	0
64	CCN1CCN(c2ccc(S(=O)(=O)N3CCCCC3)cc2NC(=O)Cc2ccc(Cl)c(Cl)c2)CC1	4.4	-2	-2	56*	-7	2.4	-0.4	100	4	0
65	Cc1ncn(C23CC4CC(CC(O)(C4)C2)C3)n1	0.0	1	-4	0	0	0.3	4.2	93	5	8
66	Cc1noc(C)c1Cc1ccc(O)cc1	-0.6	0	-1	-2	-1	-0.2	-1.7	84	-2	-3
67	Cc1c(C(=O)N2CCOCC2)c(S(=O)(=O)Nc2ccc(Br)cc2F)c(C)n1C	-0.8	1	-2	5	-2	-0.3	-0.6	91	0	3
68	CCOC(=O)c1c(C)[nH]c(C)c1S(=O)(=O)Nc1ccc(CN2CCCCC2)cc1	-1.2	0	2	6	-15	-0.5	-0.4	102	-6	-1
69	O=C(CN1CCN(c2ccccn2)CC1)Nc1cccc(S(=O)(=O)N2CCCC2)c1	-1.0	-8	-11	0	19*	-0.1	3.3	99	4	4
